Assay outcomes: PubChem BioAssay, several laboratories
CIT2 TOR yeast: yeast TOR pathway CIT2-GFP modulation | S. cerevisiae CIT2-GFP strain, flow cytometry, 3 h; 100 means same as DMSO wells | GFP response vs DMSO, % at 10 µM | hit rate 0.065% among 320,000;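 active means GFP response relative to DMSO above a set limit, near the screen mean plus 3 SD, cut at about 150% in these data; inconclusive means Fewer than 70 cells measured for a yeast strain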;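 further: ratio of well median GFP fluorescence to mean of DMSO wells on the plate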
GRK2 aptamer HTS: blocks RNA aptamer binding to human GRK2; inhibition of aptamer binding, % at 10 µM; P25098; bead flow cytometry, FAM-aptamer displacement from GRK2; hit rate 0.59% among 330,000;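 active means inhibition of aptamer binding above 40%, roughly 3 SD of noise, on plates passing a quality check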;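 further: median bead fluorescence of bound FAM aptamer so fluorescent compounds give negative values; no value below 0 was filed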
BCLXL inh: blocks human Bcl-xL binding to Bim BH3 peptide; hit rate 0.7% among 320,000; AID 2129; inhibition, % at 10.9 µM; GST-Bcl-xL / FITC-Bim BH3 peptide fluorescence polarization; Q07817;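 active means inhibition above the mean of all tested compounds plus 3 SD, cutoff set per campaign, cut at about 30% in these data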;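 further: 0% = DMSO wells and 100% = unlabeled Bim-BH3 peptide competitor; inhibitors lower millipolarization by displacing the labeled peptide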
Target sequence (Q07817 whole entry, looked up): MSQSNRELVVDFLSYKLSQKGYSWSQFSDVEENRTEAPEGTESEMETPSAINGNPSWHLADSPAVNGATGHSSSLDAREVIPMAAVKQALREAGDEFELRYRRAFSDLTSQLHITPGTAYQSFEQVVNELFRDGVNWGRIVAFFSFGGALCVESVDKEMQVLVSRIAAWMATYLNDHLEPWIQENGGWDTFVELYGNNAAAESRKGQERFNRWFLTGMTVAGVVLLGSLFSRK
VLA-4 inh: inhibition in a human VLA-4 binding assay; P13612; VLA-4 expressing cells, ligand binding flow cytometry; inhibition, % (about 7 µM as worked out from the volumes in the protocol); hit rate 0.2% among 330,000; in the data active means inhibition above about 50%
Yeast superoxide: caloric restriction mimetics inhibiting age-related superoxide in yeast; AID 2690; superoxide response (% of plate mean), % at 10 µM; hit rate 0.18% among 330,000; S. cerevisiae aged cells, superoxide DHE fluorescence; stronger effect = lower value;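 active means superoxide response under a set limit, about three screen SD below normal, cut at about 65% in these data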;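 further: yeast aged for seven days with compound at 30 °C before DHE staining; 100% = average MFI of all compound-treated wells on the plate with controls excluded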
AGP1 TOR yeast: alters AGP1-GFP fluorescence in TOR pathway yeast screen. hit rate 0.02% among 320,000. GFP response vs DMSO, % at 10 µM. S. cerevisiae AGP1-GFP multiplex flow cytometry, 3 h; GFP as percent of DMSO wells. AID 2066;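 active means GFP response relative to DMSO above a set limit, near screen average plus 3 SD, cut at about 150% in these data; inconclusive means fewer than 70 cells counted for the yeast strain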;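 further: median GFP channel fluorescence of the gated AGP1 strain per well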
MEX-5 binding: C. elegans MEX-5 TCR-2 RNA binding activity; Q9XUB2; MEX-5/FITC-TCR2 RNA binding, fluorescence polarization; stronger effect = lower value; activity score (negative = inhibition of binding), % at 10 µM; hit rate 0.38% among 300,000;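 active means inhibition past about -25% in most replicates, and total fluorescence under double the plate's negative control median, limit read from the data; inconclusive means replicates evenly split on the limit, or fluorescence at least double controls; inactive means too little inhibition in most replicates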;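 further: 0% = DMSO and -100% = 5 µM competing unlabeled TCR2 RNA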
GLD-1 RNA inh: GLD-1-TGE RNA interaction inhibition (C. elegans); AID 2280; purified GLD-1 + fluorescein TGE RNA, fluorescence polarization; hit rate 0.44% among 320,000; inhibition, % at 5.96 µM; Q17339;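 active means percent inhibition above a per-plate cutoff, the plate mean of test compounds plus 3 SD, cut at about 30% in these data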;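 further: 0% = DMSO wells with GLD-1 and probe and 100% = wells lacking GLD-1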
Target sequence (Q17339 whole entry, looked up): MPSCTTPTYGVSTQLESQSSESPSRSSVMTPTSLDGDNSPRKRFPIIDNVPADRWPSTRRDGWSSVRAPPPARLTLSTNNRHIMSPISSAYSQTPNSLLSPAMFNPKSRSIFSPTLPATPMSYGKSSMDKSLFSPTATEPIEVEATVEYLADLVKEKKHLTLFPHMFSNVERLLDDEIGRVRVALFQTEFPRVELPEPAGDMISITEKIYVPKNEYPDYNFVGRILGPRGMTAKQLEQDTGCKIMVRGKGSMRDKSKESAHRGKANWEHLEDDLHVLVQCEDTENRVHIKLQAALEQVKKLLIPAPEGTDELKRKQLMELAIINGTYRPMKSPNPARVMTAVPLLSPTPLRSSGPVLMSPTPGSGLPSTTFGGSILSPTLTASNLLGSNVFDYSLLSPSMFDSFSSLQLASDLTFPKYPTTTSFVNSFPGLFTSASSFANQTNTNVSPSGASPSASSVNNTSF
MCL1-BIM inh: inhibitors of human MCL1 binding to BIM-BH3 peptide; GST-MCL1 / FITC-Bim-BH3 fluorescence polarization; inhibition, % at 10.9 µM; Q07820; AID 2057; hit rate 0.68% among 320,000;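 active means inhibition above the mean inhibition of all tested compounds plus 3 SD, set per campaign, cut at about 40% in these data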;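 further: 0% = DMSO wells and 100% = unlabeled Bim-BH3 peptide control; higher means more loss of mP so more displacement of Bim peptide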
Target sequence (Q07820 whole entry, looked up): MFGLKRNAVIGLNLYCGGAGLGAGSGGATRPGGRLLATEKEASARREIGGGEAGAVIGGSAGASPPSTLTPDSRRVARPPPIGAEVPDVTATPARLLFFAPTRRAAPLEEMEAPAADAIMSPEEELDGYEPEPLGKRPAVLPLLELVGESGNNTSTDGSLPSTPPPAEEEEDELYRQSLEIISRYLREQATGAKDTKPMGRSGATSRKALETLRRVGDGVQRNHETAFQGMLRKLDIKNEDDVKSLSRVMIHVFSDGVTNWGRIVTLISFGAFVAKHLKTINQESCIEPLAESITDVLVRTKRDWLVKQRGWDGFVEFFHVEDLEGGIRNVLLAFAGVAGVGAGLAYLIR
* = called active by the depositor; i = inactive; ? = inconclusive; nt = not tested or not shown.

SMILES	CIT2 TOR yeast	GRK2 aptamer HTS	BCLXL inh	VLA-4 inh	Yeast superoxide	AGP1 TOR yeast	MEX-5 binding	GLD-1 RNA inh	MCL1-BIM inh
O=c1cc(C(O)C[N+](=O)[O-])occ1OCc1ccccc1 (centres undefined)	94	0	2	0	93	108	2.3	-12	1
CCOC(=O)c1sc2nc(C)n(CC(=O)NCC3CCCO3)c(=O)c2c1C (centres undefined)	?	0	2	2	95	?	1.2	6	2
O=C1CCCC2=C1C(c1ccncc1)c1c(nc(SCc3ccccc3Cl)[nH]c1=O)N2 (centres undefined)	104	8	7	-2	105	104	nt	1	7
Cc1cc(N2CCOCC2)c2c(N)cc(C)c(C)c2n1	94	0	2	-2	110	89	-4.0	0	2
CCOC(=O)/C(C#N)=C\c1ccc(O)c(OC)c1	93	2	0	-14	107	82	0.5	-5	-2
Cc1noc(C)c1COC(=O)C1(c2cccc(F)c2)CCCC1	104	0	1	-1	119	104	-0.7	7	0
O=C1C(Cl)=C(N2CCCCC2)C(=O)N1Cc1ccccc1	101	0	-1	-10	89	108	1.7	-10	-1
CNC(=S)N1CCN(c2ccc(OC)cc2)CC1	90	0	3	7	127	96	-0.9	11	6
CCOc1ccccc1NC(=O)CSc1ccc([N+](=O)[O-])cc1	105	4	-1	8	101	107	0.5	4	-2
CCCc1nn(C)c(C(=O)Nc2ccccc2)c1Cl	116	2	-1	10	102	93	-1.0	5	-1
CCCN(CCC)C(=O)c1cc(S(=O)(=O)N2CCCCC2)c[nH]1	103	0	3	-19	100	105	-0.5	0	6
CCN(CC)c1nc2ccccc2[nH]c1=O	105	1	10	-17	99	100	1.8	-5	6
O=C(CCn1c(=O)c2ccccc2n(Cc2cccnc2)c1=O)NCc1ccc2c(c1)OCO2	101	0	-1	0	105	110	-2.6	1	-4
COc1ccc(C2NC(=O)c3ccccc3N2)cc1 (centres undefined)	100	2	5	2	90	96	-2.4	-3	4
COc1ccccc1NC(=O)c1nn(-c2cccc(C(F)(F)F)c2)ccc1=O	100	0	6	-1	99	100	-0.1	-5	6
N#CC1=C(N)Oc2ccccc2C12C(=O)Nc1n[nH]c(-c3ccccc3)c12 (centres undefined)	110	0	-2	7	106	105	-2.5	-2	-6
COC(=O)COc1ccc2c(=O)c(Oc3ccccc3Br)coc2c1	100	3	-1	8	106	105	0.6	7	-2
CC(C)CC(NS(=O)(=O)c1ccccc1S(=O)(=O)NC(CC(C)C)C(=O)O)C(=O)O (centres undefined)	93	0	-3	13	90	96	-1.1	-3	-4
COC(=O)c1ccccc1NC(=O)CN(c1ccccc1)S(=O)(=O)N(C)C	96	1	5	0	88	97	2.8	2	4
S=C(Nc1ccc(Br)cc1)NC1CCCC1	89	2	5	8	97	97	-1.8	-2	14
COc1ccc(C2C(C(=O)N3CCCC3)c3cc(OC)c(OC)cc3C(=O)N2C)cc1OC (centres undefined)	103	2	1	14	104	107	1.2	-3	0
CCCCN(C(=O)c1cc2c(s1)CCCC2)c1c(N)n(CCC)c(=O)[nH]c1=O	89	3	-7	18	89	101	nt	4	-19
CC(=O)N1CCc2c(sc3c2c(=O)n(-c2ccccc2)c(=O)n3CC(=O)NCC2CCCO2)C1 (centres undefined)	108	0	0	16	92	104	-0.6	7	10
O=C1CCC(C(=O)N2CCCCO2)CN1Cc1ccc(Cl)cc1 (centres undefined)	104	5	-1	0	95	98	4.4	3	3
Cc1c(CNC(=O)c2cnn3c2NC(c2ccc(Br)cc2)CC3C(F)(F)F)cnn1C (centres undefined)	93	0	5	7	101	nt	-0.6	12	-4
COc1cc(SSc2cc(OC)cc([N+](=O)[O-])c2N)c(N)c([N+](=O)[O-])c1	108	87*	26	-4	95	88	0.2	7	55*
Cc1cc(-c2ccc(S(=O)(=O)Nc3ccc(C#N)cc3)s2)on1	95	4	5	9	102	95	0.5	-1	-2
Cc1ccc(C2(O)CN(c3ccccc3)C3=[N+]2CCS3)cc1 (centres undefined)	95	0	1	1	94	101	-0.7	7	-1
COc1ccc(OC)c(S(=O)(=O)N2CCN3CCCC3C2)c1 (centres undefined)	104	0	16	4	102	108	-0.5	8	27
O=C(NC1CCCCC1)c1c2c(nc3ccccc13)CCC2	94	2	1	12	97	99	-2.0	-4	14
O=C(CNC(=O)C1COc2ccccc2O1)Nc1ccc(F)c(F)c1 (centres undefined)	94	3	nt	-8	76	91	nt	3	nt
CCn1c(=O)[nH]c2cc(C(=O)N3CCN(c4ccccc4)CC3)ccc2c1=O	102	3	0	0	98	106	3.1	3	-2
COc1ccc(/C=N/NC(=O)c2cc(C34CC5CC(CC(C5)C3)C4)[nH]n2)cc1OC	96	0	-1	-4	82	92	0.1	0	-4
O=c1[nH]n(-c2cccc(Cl)c2)c2ncccc12	94	0	8	16	100	100	0.3	4	21
CN(C)c1ccc(S(=O)(=O)c2ccc(Cl)cc2)cc1	91	2	4	17	113	101	2.3	-8	12
Cc1ccc(NC(=O)CCC(=O)N2CCOCC2)nc1	90	0	-7	10	120	102	-1.7	1	-13
CCC(C)[C@@H]1NC(=O)N(CCCN2CCCC2=O)C1=O (some centres undefined)	104	0	4	5	96	98	2.1	0	-1
CCC(CC)c1nnc(NC(=O)CS(=O)(=O)c2ccccc2)s1	106	1	6	7	100	108	1.5	-1	15
CCOC(=O)C1(CCCc2ccccc2)CCN(C(=O)c2cc(C)nc(C)n2)CC1	86	3	7	9	88	88	3.0	2	4
CC(C)(C)NC(=O)c1cccc(NC(=O)CSc2ccccc2)c1	104	1	6	10	104	105	0.9	-1	1
O=C(NCc1ccc2c(c1)OCO2)C(=O)NCC1OCCN1S(=O)(=O)c1ccccc1 (centres undefined)	103	9	4	10	100	98	0.1	2	1
CCCCCn1cnc2sc(CC)cc2c1=O	96	2	-2	18	95	93	-1.9	-7	-3
CCCCN1C(=S)NC[C@@H]1C(C)CC (some centres undefined)	nt	nt	3	nt	nt	nt	1.2	0	8
OCCNCc1cc(Br)ccc1OCc1ccc(Cl)cc1	99	0	-3	5	113	98	-2.0	8	3
COc1ccc(C(=O)Nc2oc(-c3ccccc3)c(-c3ccccc3)c2C#N)cc1OC	96	0	6	12	102	101	-0.4	1	5
COc1ccc(S(=O)(=O)N2CCCCC2)cc1NC(=O)CCNC(=O)c1ccc(Cl)cc1	113	47*	nt	2	104	106	nt	-3	nt
Cc1cc2c(NC(=O)Nc3ccc(C(C)(C)C)cc3)cccc2nn1	93	5	3	18	117	99	-1.1	4	5
COc1ccc(N2C(=S)NC(C)(C)CC2(C)c2ccc(OC(C)=O)cc2OC(C)=O)cc1 (centres undefined)	82	0	0	0	81	85	-0.1	0	10
Cc1ccc(C(=O)Cc2nc3ccccc3[nH]2)cc1	97	0	3	-6	96	98	-0.5	0	1
CCOc1ccc(N2C(=O)CC(NC3CCN(C(=O)c4ccc(F)cc4)CC3)C2=O)cc1 (centres undefined)	nt	0	3	9	122	88	-0.1	5	5
COc1ccccc1NC(=S)N1CCN(Cc2ccc3c(c2)OCO3)CC1	99	0	3	-1	99	96	0.7	9	11
COc1ccc(-c2nnc(NC(=O)c3ccc(F)cc3)o2)cc1	98	0	1	-14	115	103	-2.2	-1	5
O=[N+]([O-])c1cc(CN2CCC(O)CC2)ccc1Cl	80	0	7	7	108	77	1.9	0	7
Cc1nnc(SC(C(=O)Nc2cc(Cl)cc(Cl)c2)c2ccccc2)[nH]c1=O (centres undefined)	98	2	8	3	97	104	1.4	-7	12
CCCOc1ccc(-c2nc(C#N)c(N3CCN(CC)CC3)o2)cc1	96	0	4	3	86	90	0.1	4	5
COc1cccc(/C=C2/NC(=O)NC2=O)c1OCC(=O)Nc1ccccc1	112	1	8	10	105	110	0.6	-2	3
O=C(O)C1C2CCC(CC2)C1C(=O)N1CCN(Cc2ccc(F)cc2)CC1 (centres undefined)	106	9	3	9	130	99	0.5	7	11
CC(=O)Nc1ccccc1C(=O)N1CC(C)OC(C)C1 (centres undefined)	106	1	9	-12	104	102	0.8	8	4
Cc1cc(C)nc(N(C#N)S(=O)(=O)c2ccccc2Cl)n1	108	4	8	-4	98	105	0.5	2	2
O=C(CN1CCCCC1)NC(=O)NC1CCCCC1	92	0	3	9	109	92	nt	0	6

Later entries
SMILES	CIT2 TOR yeast	GRK2 aptamer HTS	BCLXL inh	VLA-4 inh	Yeast superoxide	AGP1 TOR yeast	MEX-5 binding	GLD-1 RNA inh	MCL1-BIM inh
CCC(=O)N1CCc2cc(S(=O)(=O)CCC(=O)Nc3c(C)n(C)n(-c4ccccc4)c3=O)ccc21	105	0	4	-26	99	106	nt	1	0
COc1ccc(CNC(=O)CCC(=O)c2ccc(F)cc2)cc1OC	105	0	nt	0	93	100	nt	-3	nt
O=C(Nc1ncc([N+](=O)[O-])s1)c1ccc2c(c1)OCO2	88	0	10	-24	83	89	-6.5	5	20
C=CCNC(=O)c1ccccc1NC(=O)C1CC(=O)N(C(C)C)C1 (centres undefined)	106	2	4	1	96	103	0.0	-8	12
CCN=C1Cn2c(nc3scc(-c4ccccc4)c3c2=O)CN1CC	101	0	1	-50	109	102	nt	-13	-2
CC(=O)Nc1ccc(S(=O)(=O)NCC2CCC(C(=O)NC(C)c3ccccc3)CC2)cc1 (centres undefined)	102	1	7	-2	115	104	1.7	6	1
Cc1ccc(S(=O)(=O)N2CC3(C)CN(S(=O)(=O)c4ccc(C)cc4)CC(C)(C2)C3)cc1	100	0	-4	6	105	98	0.5	-9	-47
O=C(N/N=C/C(Cl)=C\c1ccccc1)c1cnccn1	96	4	1	-1	97	94	-4.2	7	-2
Fc1ccc(OCCOCCN2CCCC2)cc1	nt	0	3	-1	82	nt	-2.8	5	0
O=[N+]([O-])c1ccc(/C=N/Nc2ccc3ccccc3c2)o1	92	3	14	i	100	94	0.0	-23	-22
CC(=O)N/C(=C\c1ccccc1)C(=O)OCC(=O)NC(C)C12CC3CC(CC(C3)C1)C2 (centres undefined)	88	1	0	6	107	89	1.2	8	-16
COc1cc(S(=O)(=O)Nc2cccnc2)ccc1Cl	103	1	3	5	97	98	3.0	3	1
O=C(OCC(=O)c1ccc(Cl)cc1Cl)c1ccc2c(c1)C(=O)N(c1cccc3ncccc13)C2=O	115	0	6	1	102	98	0.0	1	5
C/C=C/Cn1c(N2CCCCCC2)nc2c1c(=O)[nH]c(=O)n2C	103	11	6	-2	75	105	-1.3	-2	1
Cc1cccc(COCC(Cc2ccccc2)N2CCN(C(=O)c3ccc(Cl)c(Cl)c3)CCC2=O)c1 (centres undefined)	87	3	6	7	96	86	1.2	3	8
COC(CSc1ncnc2c1oc1nc3c(cc12)COC(C)(C)C3)OC	94	2	5	18	118	98	-1.0	7	5

GRK2 aptamer HTS: hit marks shown above
mol	CIT2 TOR yeast	GRK2 aptamer HTS	BCLXL inh	VLA-4 inh	AGP1 TOR yeast	MEX-5 binding	GLD-1 RNA inh	MCL1-BIM inh
COc1cc(SSc2cc(OC)cc([N+](=O)[O-])c2N)c(N)c([N+](=O)[O-])c1	108	87*	26	-4	88	0.2	7	55*
COc1ccc(S(=O)(=O)N2CCCCC2)cc1NC(=O)CCNC(=O)c1ccc(Cl)cc1	113	47*	nt	2	106	nt	-3	nt
